Assay outcomes deposited in PubChem BioAssay by Sanford-Burnham Center for Chemical Genomics.
SENP8 inh – SENP8 protease inhibition; inhibition, % at 10 µM; AID 2540; purified SENP8, Z-RLRGG-aminoluciferin cleavage, luminescence; hit rate 1.2% among 330,000
Target sequence (Q96LD8 whole entry, looked up): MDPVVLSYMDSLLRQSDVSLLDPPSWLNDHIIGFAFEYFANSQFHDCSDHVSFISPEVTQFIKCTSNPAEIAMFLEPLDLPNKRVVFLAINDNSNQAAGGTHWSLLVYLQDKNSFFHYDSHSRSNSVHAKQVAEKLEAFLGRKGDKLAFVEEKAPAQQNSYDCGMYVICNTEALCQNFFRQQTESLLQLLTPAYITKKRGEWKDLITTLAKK
UBC13 inh – human UBC13 polyubiquitination inhibition; P61088; UBC13 polyubiquitin chain formation, TR-FRET; inhibition, % at 20 µM; hit rate 0.47% among 330,000; in the data active = inhibition above about 45%, passing the limit was not always enough
Target sequence (P61088 whole entry, looked up): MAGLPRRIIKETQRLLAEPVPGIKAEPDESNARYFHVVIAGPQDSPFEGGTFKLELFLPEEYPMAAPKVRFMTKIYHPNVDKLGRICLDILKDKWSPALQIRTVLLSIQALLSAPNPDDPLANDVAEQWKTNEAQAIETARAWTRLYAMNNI
Apaf-1 inh – inhibitors of human Apaf-1 apoptosome; O14727; inhibition, % at 20 µM; AID 489030; reconstituted apoptosome caspase-3 activity, DEVD-Rh110 fluorescence; hit rate 0.71% among 330,000; active = inhibition of at least 40% at 20 µM;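 note: plate controls were DMSO wells for no effect and DEVD-CHO caspase inhibitor wells for full effect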
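System: Apoptosome proteins | Medium: Hepes pH 7.5 with detergent and BSA | Also added: Cytochrome c trigger plus (Z-DEVD)2-Rh110 caspase-3 substrate | Incubation: 30 min compound preincubation, 50 min activation, room temperature | Detection: Rhodamine 110 fluorescence at Ex 480/Em 540 nm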
CCR6 antag – blocks CCL20-driven beta-arrestin recruitment at human CCR6; inhibition, % at 20 µM; AID 493098; CHO-K1 CCR6 PathHunter beta-arrestin, luminescence, CCL20-stimulated; P51684; hit rate 0.49% among 340,000;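 active = compounds whose inhibition of the agonist-driven luminescence signal at 20 µM reaches about 50%, limit read from the data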;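 note: cells stimulated with CCL20 at 14 nM final; plate controls were DMSO with CCL20 for no effect and DMSO without agonist for full effect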
Gli-Sufu block – antagonists of Gli-Sufu signaling; hit rate 0.74% among 340,000; inhibition, % at 5 µM; Sufu-KO-LIGHT fibroblasts, Gli luciferase reporter luminescence;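 active = inhibition above about 55%, limit read from the data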;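 note: 0% = DMSO-treated cells and 100% = wells with medium but no cells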
Jurkat NFkB inh – lowers PMA/ionomycin-induced NF-kB signal in Jurkat cells. AID 435003. hit rate 0.53% among 330,000. PMA/ionomycin-induced NF-kB luciferase reporter, luminescence. inhibition, % at 4 µM
697 NFkB inh – lowers PMA/ionomycin-induced NF-kB signal in 697 B cells | 697 B-cell NF-kB luciferase reporter, 16 h | hit rate 0.33% among 330,000 | AID 435022 | inhibition, % at 4 µM; in the data active = inhibition above about 35%
EBI2 antag – EBI2 (human) antagonism. P32249. EBI2 beta-arrestin recruitment, luminescence, 7a,25-OHC stimulated. inhibition, % at 5 µM. hit rate 0.81% among 360,000; in the data active = inhibition above about 38%;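 note: enzyme fragment complementation signal reports receptor beta-arrestin coupling in cells; 0% = agonist plus DMSO wells and 100% = wells without agonist; some results beyond the cut were filed as inactive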
Target sequence (P32249 whole entry, looked up, the tested form may be a part): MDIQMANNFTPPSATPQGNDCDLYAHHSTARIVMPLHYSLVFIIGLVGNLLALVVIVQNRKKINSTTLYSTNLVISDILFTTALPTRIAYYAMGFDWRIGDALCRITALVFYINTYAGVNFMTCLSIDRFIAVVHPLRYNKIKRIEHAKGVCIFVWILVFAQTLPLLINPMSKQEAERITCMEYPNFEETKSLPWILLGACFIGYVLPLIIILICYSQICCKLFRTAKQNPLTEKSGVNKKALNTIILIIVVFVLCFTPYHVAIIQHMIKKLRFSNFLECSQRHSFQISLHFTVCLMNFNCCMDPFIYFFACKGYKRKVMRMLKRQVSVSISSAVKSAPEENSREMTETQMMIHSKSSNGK
Starred values were filed as active, the others as inactive; nt = not tested or not shown. Cut-off read from the data, not from the text of the source, unless noted: active = inhibition above about 50%; inactive = the rest. Only part of the results is shown (hit frequency here may not be typical).

SMILES	SENP8 inh	UBC13 inh	Apaf-1 inh	CCR6 antag	Gli-Sufu block	Jurkat NFkB inh	697 NFkB inh	EBI2 antag
O=C(O)c1cccc(C(=O)Cc2ccccc2)c1	56*	5	-4	0	4	1	7	-8
CCOC(=O)C1=C(COC(=O)Cc2ccccc2)NC(=O)NC1C (stereo unspecified)	-4	9	-2	-1	-1	-4	5	-7
Nc1nnc(SCC(=O)Nc2cc(S(=O)(=O)N3CCOCC3)ccc2N2CCCC2)s1	3	2	1	16	3	-15	9	-10
CCC(C)(C)NC(=S)Nc1ccc(-c2nc3ccc(C)cc3s2)cc1	20	-17	-4	15	-97	-175	-157	18
CC12CCC(C(=O)Nc3cc(Cl)ccc3Cl)(C/C1=N\O)C2(C)C (stereo unspecified)	-4	7	-3	-11	-1	10	-4	-5
CC(=O)c1c(O)cc(O)cc1CC(=O)O	6	-5	-11	3	4	3	14	4
Nc1ccc2nc(-c3ccc(-c4nc5ccc(N)cc5[nH]4)cc3)[nH]c2c1	9	23	-11	-24	1	-2	1	nt
COc1ccc2c(c1OC)C(=O)NC(C)=C(C(=O)OC(C)(C)C)C2O (stereo unspecified)	-13	2	-12	6	-4	5	-12	8
Cc1cc2nc(NCCCO)n(CC(=O)c3cc(C(C)(C)C)c(O)c(C(C)(C)C)c3)c2cc1C	-10	70*	27	15	-6	15	18	-2
CC1(NC(=O)c2cccc(S(=O)(=O)N3CCCc4ccccc43)c2)CCS(=O)(=O)C1 (stereo unspecified)	4	1	6	2	7	6	5	-8
O=C(Nc1ccc2c(c1)OCCO2)c1ccc(Cl)c(Cl)c1	59*	-9	6	-8	-79	-151	-45	8
O=C(Cn1cc(C(F)(F)F)cc(Cl)c1=O)Nc1cccc(S(=O)(=O)N2CCCCC2)c1	5	7	-8	8	3	11	12	-9
O=C(c1ccc(Cl)cc1)c1ccc(OCC(=O)N2CCOCC2)cc1	-2	0	10	10	69*	-15	-18	-1
Cc1c(C(=O)Oc2ccc(Cl)cc2)n(C)oc1=O	-2	7	-22	8	7	24	-3	-3
CCNC(=O)C(=O)NCCC1CCCCN1S(=O)(=O)c1cccs1 (stereo unspecified)	-4	0	8	6	-7	1	-15	-11

Random excerpt: 2 compounds from above
SMILES	SENP8 inh	UBC13 inh	Apaf-1 inh	CCR6 antag	Gli-Sufu block	Jurkat NFkB inh	697 NFkB inh	EBI2 antag
CC12CCC(C(=O)Nc3cc(Cl)ccc3Cl)(C/C1=N\O)C2(C)C (stereo unspecified)	-4	7	-3	-11	-1	10	-4	-5
COc1ccc2c(c1OC)C(=O)NC(C)=C(C(=O)OC(C)(C)C)C2O (stereo unspecified)	-13	2	-12	6	-4	5	-12	8

The listing picks up with the six entries that preceded the break.
SMILES	SENP8 inh	UBC13 inh	Apaf-1 inh	CCR6 antag	Gli-Sufu block	Jurkat NFkB inh	697 NFkB inh	EBI2 antag
CC1(NC(=O)c2cccc(S(=O)(=O)N3CCCc4ccccc43)c2)CCS(=O)(=O)C1 (stereo unspecified)	4	1	6	2	7	6	5	-8
O=C(Nc1ccc2c(c1)OCCO2)c1ccc(Cl)c(Cl)c1	59*	-9	6	-8	-79	-151	-45	8
O=C(Cn1cc(C(F)(F)F)cc(Cl)c1=O)Nc1cccc(S(=O)(=O)N2CCCCC2)c1	5	7	-8	8	3	11	12	-9
O=C(c1ccc(Cl)cc1)c1ccc(OCC(=O)N2CCOCC2)cc1	-2	0	10	10	69*	-15	-18	-1
Cc1c(C(=O)Oc2ccc(Cl)cc2)n(C)oc1=O	-2	7	-22	8	7	24	-3	-3
CCNC(=O)C(=O)NCCC1CCCCN1S(=O)(=O)c1cccs1 (stereo unspecified)	-4	0	8	6	-7	1	-15	-11
CC(=O)NCCCCCCNC(C)=O	1	-12	4	7	-4	2	-13	-2
Cc1ccc(S(=O)(=O)N2[C@@H](c3cccc(C)c3)C(C(=O)O)=C[C@H]2CC2CCCC2)cc1	-4	-25	14	-3	7	-11	-10	8
CCCCOCCCNC(=O)CCCOc1ccccc1	3	4	-10	6	-1	15	19	-8
O=C(NCCn1c(C(F)(F)F)nc2ccccc21)[C@H]1CCCN1c1nc(CN2CCCCC2)cs1	4	8	2	1	9	-8	10	2
Cc1ccc(C)c(NC(=O)c2sc(Cl)nc2-c2ccccc2)c1	3	8	9	-1	13	13	9	0
COc1ccc(C2C(=O)N(C3CCCCC3)CC(=O)N2Cc2ccco2)cc1 (stereo unspecified)	-1	-1	0	6	8	1	-8	1
CCCOc1ccc(/C=N/NC(=O)CSCc2ccc([N+](=O)[O-])cc2)cc1OCC	-6	90*	13	18	6	7	14	12
O=C(O)/C=C/C(=O)Nc1ccc(-n2ccc(C(F)(F)F)n2)cc1	-6	3	-18	6	0	4	-6	-11
CC(=O)Nc1ccc(S(=O)(=O)N2CCCC2C(=O)Nc2ccc3c(c2)OCCO3)cc1 (stereo unspecified)	-8	3	-5	-2	-2	-3	6	-11
COC(=O)c1ccccc1NC(=O)CN1CCCCCC1	-12	-10	5	18	7	-12	-9	12
O=C(CC1NC2CCCCC2NC1=O)Nc1cccc(C(F)(F)F)c1 (stereo unspecified)	8	-3	-1	0	-9	4	21	0
O=[N+]([O-])c1ccc(/C=N/NC(=S)Nc2ccccc2C(F)(F)F)o1	-2	-14	0	-8	-7	3	14	-9
O=C(NCc1cccs1)N[C@@H](Cc1ccccc1)C(=O)O	1	4	-6	0	-6	-1	22	-16
C=CCNC(=O)/C(=C\C=C\c1ccccc1)NC(=O)c1ccc(OCCCC)cc1	-7	-19	8	12	-4	12	3	1
CC(NC(=O)/C(C#N)=C/c1ccc(N2CCOCC2)cc1)c1ccccc1 (stereo unspecified)	8	-7	6	13	-14	1	-15	12
O=[N+]([O-])c1ccccc1CNC1CCCc2ccccc21 (stereo unspecified)	-3	8	11	-2	-15	2	1	7
Cc1occc1-c1nnc(SCC(=O)N(C)CCC#N)n1N	-1	6	3	-2	0	24	6	8
Cc1cc(C)c2c(-n3cccc3)c(C(=O)O)sc2n1	-12	-12	3	-16	5	6	12	-10
CCN1CCN(C(=O)C(NS(=O)(=O)c2ccc3nc(C)sc3c2)C(C)C)CC1 (stereo unspecified)	4	3	-8	9	3	-4	4	-1
O=C(NCCc1ccc(Cl)cc1)c1ccc2c(c1)OCO2	-10	2	3	2	-94	-141	-161	-1
O=C(CSc1nc2ccc([N+](=O)[O-])cc2[nH]1)c1ccc2ccccc2c1	7	-5	-1	19	6	5	14	-5
O=C(CC1C(=O)NCCN1C1CCCC1)NCc1cccc(OC(F)(F)F)c1 (stereo unspecified)	4	2	-8	11	12	3	27	2
O=C(NNC(=S)NCCCN1CCOCC1)c1ccncc1	-5	6	-13	4	0	3	22	-15
Cc1ccc(Cn2c(CN3CCN(C(=O)c4ccco4)CC3)nc3c2c(=O)n(C)c(=O)n3C)cc1	3	2	6	11	3	-4	20	3
Cc1ccccc1CNS(=O)(=O)c1c(C(=O)N2CCCCC2)c(C)n(C)c1C	-12	5	-3	19	-23	9	8	-11
CC(C)NC(=O)C(OC(=O)c1ccccc1)C(OC(=O)c1ccccc1)C(=O)O (stereo unspecified)	-5	2	-5	-7	3	6	9	-13
Nc1ccc2oc(=O)c3ccccc3c2c1	-8	-1	3	1	-43	-68	-67	1
COc1ccc(N(C(=O)c2cccnc2)S(=O)(=O)c2cc(OC)ccc2OC)cc1	-1	-11	1	3	3	9	2	-1
CC(C)OCCCNS(=O)(=O)c1ccc2ccccc2c1	-4	21	-14	6	0	4	6	-2
O=C(CCN1C(=O)C2C3C=CC(C3)C2C1=O)N1CCCCC1 (stereo unspecified)	6	-3	-21	-1	4	5	7	-6
O=C(CSc1nc2c(c(=O)n1-c1ccc(Cl)cc1)SCC2)NCC1CCCO1 (stereo unspecified)	-8	-2	5	7	-7	-6	4	8
O=C(Cc1cn2ccsc2n1)NCCc1ccc(F)cc1	-8	2	-1	-18	-1	8	19	3
CCOC(=O)c1c(NC(=O)CN2C(=O)C(=O)N(C(C)C)C2=O)sc(C)c1CC	-16	-27	12	10	8	1	9	-8
CC(=O)N1C(=O)/C(=C2\SC(=S)N(NC(=O)c3ccc(O)cc3)C2=O)c2ccccc21	8	-62	25	-6	6	-14	12	-3
Cc1cc(C)nc(N/N=C/c2c(CO)cnc(C)c2O)n1	0	-9	9	16	0	12	16	3
O=C1Nc2ccccc2Nc2ncccc21	-14	-2	11	2	20	-15	14	-8
COc1ccc(CCc2nnc(CCC(=O)NCC3CCCO3)o2)cc1 (stereo unspecified)	0	-2	1	6	29	0	3	8
CCOC(=O)Cc1[nH]nc2c1C(Cc1ccccc1)C(C#N)=C(N)O2 (stereo unspecified)	-9	1	10	-12	-4	-10	-4	1
CCOc1ccc(C(=O)CCC(=O)Nc2ccc(C)c(S(=O)(=O)N3CCCCC3)c2)cc1	-7	0	22	12	-8	1	-29	9
CC(=O)c1cnn(-c2ccc(Cl)cc2)c1C	-1	3	-1	-9	0	9	9	-4
COc1ccccc1C1OC2=C(Nc3ccc([N+](=O)[O-])cc3N2)C1=O (stereo unspecified)	4	-7	4	4	-6	19	5	-5
Cc1cc(Cl)ccc1OC(C)C(=O)NN1C(=O)c2ccccc2C1=O (stereo unspecified)	-2	-1	16	18	15	-2	-21	-4
O=C(CSc1nc2c(sc3ccccc32)c(=O)n1CCCN1CCCC1)NCC1CCCO1 (stereo unspecified)	-5	-20	16	11	18	-11	-33	-4
O=C(CN1CCOCC1)Nc1nc(-c2ccc(Cl)cc2)cs1	4	5	0	-10	5	11	11	0
COc1ccc(OC)c(-n2c(SCC(=O)Nc3cc(C)on3)nnc2-c2c[nH]c3ccccc23)c1	-1	-14	11	12	4	11	-8	-1
O=C1CN(C(=O)c2c(F)cccc2F)C(c2ccc(F)cc2)c2cc(Br)ccc2N1 (stereo unspecified)	-4	6	23	14	6	-7	10	-1
CC(OC(=O)C1CCN(c2ccc(C(F)(F)F)cn2)CC1)C(=O)NC1CCCCC1C (stereo unspecified)	12	4	11	-2	5	14	2	-3
CC(C)(C)c1ccc(C(CC(=O)O)NC(=O)c2ccccc2F)cc1 (stereo unspecified)	7	7	-6	-1	5	20	12	-2
O=C(NCCN1CCNC1=O)C1CCC(=O)N(Cc2ccccc2F)C1 (stereo unspecified)	-1	6	-8	-9	-3	-3	22	1
COc1cccc(C(=O)NC(=S)Nc2nnn(C)n2)c1	-3	1	-4	48	-10	4	-1	3
O=C(O)CCC(=O)N1N=C(c2cccs2)CC1c1ccc(Br)cc1 (stereo unspecified)	-8	9	4	-1	4	-19	3	-1
COc1ccccc1NC(=O)c1ccccc1NC(=O)c1ccccc1C(=O)O	-7	-4	-1	-2	-6	0	-3	-15
C/C(CC(=O)Nc1cc(Cl)ccc1Cl)=N\NC(=O)c1ccccc1Br	-4	7	4	19	-1	-9	-1	-3
Cc1ccc(C(=O)COC(=O)c2ccc3c(c2)C(=O)N(c2cccc4ncccc24)C3=O)cc1	-2	3	13	28	0	-10	-7	18
Brc1ccccc1-c1nnc2sc(Cc3ccccc3)nn12	-2	2	-8	17	-2	0	-36	-3
CCCC1=C/C(=C/c2ccc(-c3ccccc3OC)o2)C(=O)O1	4	-4	9	33	-3	12	13	13
NC1=NC(c2ccccc2C(F)(F)F)N(c2ccc(F)c(Cl)c2)C(N)=N1 (stereo unspecified)	-10	8	8	2	4	11	-10	-8
COc1ccc(OC)c(NC(=S)NC(=O)c2ccc(Br)o2)c1	7	4	-9	12	-5	6	1	4
COCCCNc1nc2ccccc2nc1NS(=O)(=O)c1ccc(C)cc1C	-4	18	-14	1	10	-3	19	-7
S=c1[nH]nc(COc2ccccc2)n1/N=C/c1cccc(Cl)c1Cl	5	-6	14	27	4	2	0	12
Carrying on.
SMILES	SENP8 inh	UBC13 inh	Apaf-1 inh	CCR6 antag	Gli-Sufu block	Jurkat NFkB inh	697 NFkB inh	EBI2 antag
Nc1ccccc1C(=O)NNC1=C(C(=O)C(F)(F)F)CCC1	-8	-2	-3	18	4	38	-91	-4
Cc1ccc(OCC(=O)NCC(=O)n2nc(C)cc2C)cc1	2	7	0	9	12	11	15	13
Cc1ccc(-c2nnc(-c3ccc(Br)cc3)o2)o1	-2	10	6	4	-89	-80	-105	0
COc1ccccc1NC(=O)CNC(=O)c1ccccc1	-2	4	3	-7	-2	4	8	-2
